PERK inh: inhibitors of human PERK kinase; 0.17% of 220,000 active; inhibition, % at 5.6 µM; CHO PERK-DD fusion, SEAP luminescence translation reporter;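 active = inhibition above the mean inhibition of all tested compounds plus 3 SD, set separately per screening campaign, cut at about 2.9% in these data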;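 also: PERK kinase domain activated by AP20187 dimerizer at 100 nM; 0% = DMSO with dimerizer and 100% = rapamycin at 8.4 µM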
FXIa inh: blocks human coagulation factor XIa protease activity; purified FXIa, Boc-Glu-Ala-Arg-AMC fluorogenic substrate; 0.14% of 220,000 active; inhibition, % at 5 µM; P03951; AID 798;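 active = inhibition of at least 40%; inactive = inhibition below 40%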;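 also: fluorescence of freed AMC excited at 355 nm; 0% = enzyme without compound and 100% = no enzyme blank; many of its hits are not listed in these tables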
Thrombin inh: inhibitors of human thrombin. P00734. inhibition, % at 5 µM. 0.26% of 220,000 active. alpha-thrombin, Boc-VPR-AMC fluorogenic substrate cleavage;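 active = inhibition at or above 40%; inactive = inhibition below 40%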;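 also: 0% = enzyme with no compound and 100% = wells without enzyme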
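Material: Human alpha-thrombin protein | Buffer or medium: pH 7.5 Tris-saline with Tween 20 | Reagent: Boc-VPR-AMC substrate, 15 µM final | Schedule: Reaction at ambient temperature | Detection: AMC fluorescence at 355 nm excitation and 460 nm emission | Evaluation: Percent inhibition scaled between no-compound controls and no-enzyme blanks | Controls: no-compound enzyme wells and no-enzyme blanks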
Cl transport mod: KCC2 (human) Cl- transport modulation; Q9H2X9; KCC2 cells, thallium flux FluoZin-2 fluorescence; B-score of Tl+ flux slope (higher = more flux/activation; lower = inhibition) at 10 µM; 2.2% of 190,000 active;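 active = thallium flux slope and its plate-corrected score both differing from the plate sample mean at a set confidence after two filtering rounds, in either direction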;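 also: slope of fluorescence scaled to starting intensity during 10 to 20 s after thallium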
Target sequence (Q9H2X9 whole entry, looked up): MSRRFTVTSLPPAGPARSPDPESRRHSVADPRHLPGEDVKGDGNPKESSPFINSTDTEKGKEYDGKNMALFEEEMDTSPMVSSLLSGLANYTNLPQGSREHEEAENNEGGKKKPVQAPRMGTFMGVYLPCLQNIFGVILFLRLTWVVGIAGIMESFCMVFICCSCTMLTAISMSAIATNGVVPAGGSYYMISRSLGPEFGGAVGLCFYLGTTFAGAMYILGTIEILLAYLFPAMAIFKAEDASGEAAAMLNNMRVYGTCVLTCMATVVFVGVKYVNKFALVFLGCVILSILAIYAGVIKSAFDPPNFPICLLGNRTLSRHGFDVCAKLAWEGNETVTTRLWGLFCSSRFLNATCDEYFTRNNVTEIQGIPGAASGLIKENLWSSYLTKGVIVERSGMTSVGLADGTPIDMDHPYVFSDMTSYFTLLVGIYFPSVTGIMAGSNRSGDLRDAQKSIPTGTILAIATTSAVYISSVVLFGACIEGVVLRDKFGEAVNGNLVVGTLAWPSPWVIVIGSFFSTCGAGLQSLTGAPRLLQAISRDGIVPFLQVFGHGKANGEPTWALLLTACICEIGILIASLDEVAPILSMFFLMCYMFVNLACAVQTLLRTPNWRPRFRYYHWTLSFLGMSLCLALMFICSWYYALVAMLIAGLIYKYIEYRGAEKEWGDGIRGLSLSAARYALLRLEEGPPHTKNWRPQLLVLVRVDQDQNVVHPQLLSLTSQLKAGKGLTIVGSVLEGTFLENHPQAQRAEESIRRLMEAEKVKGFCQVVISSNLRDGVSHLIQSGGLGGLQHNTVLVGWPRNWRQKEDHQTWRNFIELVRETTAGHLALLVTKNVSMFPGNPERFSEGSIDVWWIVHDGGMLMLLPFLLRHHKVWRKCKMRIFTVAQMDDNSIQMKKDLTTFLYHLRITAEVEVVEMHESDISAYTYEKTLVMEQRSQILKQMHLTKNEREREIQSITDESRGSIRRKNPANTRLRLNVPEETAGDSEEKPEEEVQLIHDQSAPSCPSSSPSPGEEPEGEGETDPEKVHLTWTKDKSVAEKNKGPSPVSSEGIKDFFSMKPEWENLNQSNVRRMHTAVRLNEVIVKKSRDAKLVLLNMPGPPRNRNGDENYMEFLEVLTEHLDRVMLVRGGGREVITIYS
FXIIa inh: inhibitors of human coagulation factor XIIa | purified FXIIa, Boc-QGR-AMC fluorogenic substrate, 2 h | inhibition, % at 5 µM | 0.3% of 220,000 active | AID 800; in the data active = inhibition above about 40%;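 also: 0% = enzyme with no compound and 100% = blank without enzyme; many of its hits are not listed in these tables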
hK5 inh: kallikrein 5 (human) inhibition. Q9Y337. recombinant hK5, fluorogenic AMC substrate cleavage. inhibition, % at 5 µM. 0.59% of 210,000 active. AID 873;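 active = inhibition of 40% or more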;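 also: 0% = enzyme controls without compound and 100% = no-enzyme blanks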
m-calpain inh: blocks pig calpain II enzyme activity. inhibition, % at 16 µM. purified calpain II, fluorogenic peptide substrate, 30 min. AID 1236. 0.37% of 220,000 active;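 active = inhibition above about 50%, limit read from the data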
Rad51 HR inh: Rad51 (human) homologous recombination inhibition; hRad51 DNA strand exchange, fluorescence dequenching; inhibition, % at 10 µM; 0.085% of 200,000 active; AID 1385;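 active = inhibition above 40% at the single screening dose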;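 also: 0% = DMSO control wells and 100% = blanks with heterologous ssDNA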
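material = hRad51 filaments on single-stranded DNA | timing = filaments 15 min 37 °C, then compound 30 min | signal = FRET fluorescence dequenching, excitation 485 nm, emission 520 nm | benchmarks = control wells and blank wells on each plate | evaluation = percent inhibition relative to plate controls and blanks | compound = 10 µM final, single point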
Furin inhibitor: inhibitors of human furin; inhibition, % at 30 µM; purified furin, fluorogenic substrate cleavage; 0.061% of 220,000 active; P09958; in the data active = inhibition above about 25%; also: inactives centre near -15
Active calls of the source: *; i = inactive; x = not tested or not shown; [ ] = remark or other dose. Only part of the results is shown, so the mix of outcomes need not match the whole.

Furin inhibitor	m-calpain inh	FXIa inh	Thrombin inh	Rad51 HR inh	FXIIa inh	Cl transport mod	hK5 inh	PERK inh	Compound
-29	20	-12	-7	-35	-4	x	6	-1.3	COc1cccc(-c2nnc3n2N=C(C(C)(C)C)CS3)c1
1	10	-4	-10	2	3	-0.18	-17	-1.2	COc1ccccc1OCCCCN1CCN(C(c2ccccc2)c2ccccc2)CC1
-5[20 µM]	-14	6	6	5	14	-0.51	-8	1.1	COc1ccc(Cc2c(O)nc(SCC(=O)N3CCCCCC3)[nH]c2=O)cc1
-15	-7	-4	-4	5	8	0.66	-9	-0.2	CCN1CCN(C(c2cccs2)C(C)NC(=O)c2ccccc2F)CC1 (stereo unspecified)
-5	-98	0	-9	x	2	-0.035	0	2.4	CNS(=O)(=O)c1cc(Br)ccc1S(=O)c1ccccc1C(=O)O (stereo unspecified)
-24	18	4	1	-24	9	x	5	1.5	Cc1ccc[n+](CC(=O)N2CCCCC2)c1C
-10	11	1	0	-6	14	x	4	0.5	COC(=O)/C(=C\Nc1ccc(Cl)cc1Cl)NC(=O)c1ccc(OC)cc1
-34	6	3	5	x	12	1.4	x	0.5	CCCNC(=S)Nc1ccc(S(N)(=O)=O)cc1
-27	9	38	0	3	10	0.14	-16	0.4	O=C(c1cccc(Cl)c1)N1CCN(C(=O)c2ccco2)CC1
-19	20	4	-1	-3	4	-2.4	-13	0.0	O=C(Nc1c(F)cc(F)cc1Br)c1cc(-c2ccc(O)cc2)on1
-14	16	-1	-10	-10	9	0.0079	-9	-1.0	CN1C(=O)c2ccc(NC(=S)NC(=O)C(C)(C)C)cc2C1=O
4[20 µM]	-4	0	1	3	2	0.027	-11	-0.6	COc1ccc(N2CCN(S(=O)(=O)Cc3ccccc3)CC2)cc1
-20	-4	-2	-1	x	2	-1.1	-9	1.1	Cc1ccc(-n2[nH]c(C)c(/C=N/NC(=O)c3ccc([N+](=O)[O-])cc3)c2=O)c(C)c1
-29	-5	22	-3	5	8	-0.24	17	1.0	Cc1cccc(C)c1NC(=O)c1sc(N)nc1-c1ccccc1
-4	i	2	1	-4	14	-0.048	27	0.1	CCc1cc2c(=O)c(-c3cnn(-c4ccccc4)c3)coc2c(CN2CCOCC2)c1O
-24	28	1	2	8	13	0.26	3	-0.3	CCO[C@@H]1OC(C(=O)NCc2nc3ccccc3[nH]2)=C[C@H](C2CCCCC2)[C@H]1CCCO
-27	-128	1	x	0	2	0.47	-3	1.4	O=c1[nH]c2ccccc2[n+]([O-])c1-c1ccccc1
-15[20 µM]	0	3	-2	-12	19	0.0071	-14	0.7	O=C(CSc1nnc(C2CC2)n1Cc1ccccc1)c1ccc(S(=O)(=O)N2CCOCC2)cc1
-6	-30	-6	-3	12	3	0.18	-10	1.7	CC(C)OCCCNC(=O)Cc1ccc(Br)cc1
-12	-2	-3	-15	-40	0	0.084	-3	-0.4	Cc1ccc(C(=O)CSc2nc3ccccc3c(=O)[nH]2)cc1C
-3	13	-7	-4	-6	3	-0.0019	2	0.0	Cc1ccc(Cl)c(OC(=O)c2ccc(N3CCOCC3)c([N+](=O)[O-])c2)c1
-10	-10	6	-2	0	12	0.65	-7	0.8	C#CCOCCOCCOCCNc1nc(N2CCN(C(=O)[C@H](C(C)C)n3cc(CCO)nn3)CC2)nc(N2CCN(C(=O)[C@H]([C@@H](C)CC)n3cc(CCCCN)nn3)CC2)n1
-11	-29	-4	2	4	4	0.021	-2	0.6	CCN(CC(=O)NCc1ccc(Cl)cc1)Cc1cc(=O)n2ccsc2n1
-16	-16	-5	-19	1	6	x	-3	0.9	Cc1cc(C)n(/N=C/c2ccc(O)cc2)c(=O)c1C#N
-26	-5	4	-5	9	1	1.1	-5	1.0	CCOC(=O)c1cnn2cc(-c3[nH]ncc3[N+](=O)[O-])cnc12
-16	-12	0	-8	x	7	-1.5	2	-0.2	Cn1c2ccccc2c(=O)c2c(=O)n(Cc3ccco3)c(-c3ccc(F)cc3)nc21
-28	-11	4	4	-3	18	-0.048	-21	1.0	CC(C)NC(=O)CSc1nnc(-c2ccc(S(=O)(=O)N3CCCC3)cc2)n1CC1CCCO1 (stereo unspecified)
-22[20 µM]	-12	-2	-15	0	-10	0.58	0	0.8	COc1ccc(Cn2c(C)c(C)c(C#N)c2NC(=O)Nc2ccc(F)cc2)cc1
-19	-1	-4	-11	-4	1	-0.047	-2	-0.7	O=C(c1ccc(N2CCOCC2)nc1)N1CCCCC1
-16	2	-2	-4	1	8	-0.093	-3	0.7	COc1ccccc1C(=O)CSc1ccccn1
-10	-2	5	0	x	11	0.6	-5	1.4	COC(=O)c1ccc(Nc2cc(C)nc3nc(C)nn23)cc1
-18	-14	-10	-17	-9	7	-0.17	-6	0.0	CN(C(=O)CSc1nc(-c2ccccc2)c(-c2ccccc2)o1)C1CCS(=O)(=O)C1 (stereo unspecified)
-13	15	-2	5	-38	4	-0.96	-9	0.4	COc1cccc2cc(C(=O)c3ccccc3)oc12
-18[20 µM]	25	2	0	-3	12	x	1	-0.5	Cn1nnnc1SCC(=O)N1c2ccccc2Sc2ccc(Cl)cc21
3	20	8	-8	x	5	-0.015	-10	-0.3	Cn1cccc1/C=C(/C#N)C(N)=S
-12	-10	-2	-10	3	-2	-0.074	-13	-0.7	Cc1ccccc1C1=NC(C(F)(F)F)(C(F)(F)F)c2c(n(C)c(=O)n(C)c2=O)N1
-18[20 µM]	28	2	6	4	11	-0.083	2	0.4	COc1ccc(C(=O)Cn2nnc(-c3ccccc3NC(=O)C(F)(F)F)n2)cc1
-12	-36	3	3	3	7	0.48	-6	0.9	CCOc1ccc(-c2cn(CCC#N)cn2)cc1
-13[20 µM]	12	-1	0	x	6	x	-6	-1.6	COc1ccccc1OCc1ccc(C(=O)N2CCN(C(=O)c3ccco3)CC2)cc1
-19	21	0	-10	x	2	-2.2	-1	-1.0	CCC(=O)N1c2ccccc2C(N(C(=O)CC)c2ccccc2)CC1C (stereo unspecified)

Six records picked at random from those above, as already listed:
Furin inhibitor	m-calpain inh	FXIa inh	Thrombin inh	Rad51 HR inh	FXIIa inh	Cl transport mod	hK5 inh	PERK inh	Compound
-24	28	1	2	8	13	0.26	3	-0.3	CCO[C@@H]1OC(C(=O)NCc2nc3ccccc3[nH]2)=C[C@H](C2CCCCC2)[C@H]1CCCO
-34	6	3	5	x	12	1.4	x	0.5	CCCNC(=S)Nc1ccc(S(N)(=O)=O)cc1
-11	-29	-4	2	4	4	0.021	-2	0.6	CCN(CC(=O)NCc1ccc(Cl)cc1)Cc1cc(=O)n2ccsc2n1
-16	-16	-5	-19	1	6	x	-3	0.9	Cc1cc(C)n(/N=C/c2ccc(O)cc2)c(=O)c1C#N
-10	-10	6	-2	0	12	0.65	-7	0.8	C#CCOCCOCCOCCNc1nc(N2CCN(C(=O)[C@H](C(C)C)n3cc(CCO)nn3)CC2)nc(N2CCN(C(=O)[C@H]([C@@H](C)CC)n3cc(CCCCN)nn3)CC2)n1
-12	-36	3	3	3	7	0.48	-6	0.9	CCOc1ccc(-c2cn(CCC#N)cn2)cc1

Later entries:
Furin inhibitor	m-calpain inh	FXIa inh	Thrombin inh	Rad51 HR inh	FXIIa inh	Cl transport mod	hK5 inh	PERK inh	Compound
-4	13	3	6	19	12	-1.9	3	-2.7	O=C(Nc1ccc(C(F)(F)F)cc1)N1CCN(c2ccnc3cc(Cl)ccc23)CC1
-6	-9	-8	-5	1	-3	-0.23	0	0.8	Fc1cccc(-c2csc(-c3ccno3)n2)c1
-12	1	1	-13	-11	9	0.0061	-8	0.9	Cc1ccc(-n2c(CSc3nc(C)cc(C)n3)n[nH]c2=S)cc1
-22[20 µM]	27	6	0	-4	19	0.24	-1	-1.0	COc1cc(NC(=O)C2CC(c3cccc(OC)c3OC)=NO2)cc(OC)c1OC (stereo unspecified)
-15[20 µM]	-140	5	5	16	16	x	1	0.1	N#CC(C#N)=Cc1cn(-c2ncc(C(F)(F)F)cc2Cl)c2ccccc12
-33	-2	-1	2	3	0	0.54	-16	0.0	CCC(=O)NC(=S)Nc1ccc(N2CCN(C(=O)c3ccc(Cl)cc3)CC2)cc1
-13[20 µM]	27	-4	4	x	9	0.27	3	0.3	CCCCOCCCNC(=O)c1ccc(OCC)cc1
-3	14	1	-1	3	12	0.41	2	0.1	Cc1ccccc1/C=N/Nc1ncnc2nc[nH]c12
-25[20 µM]	22	-8	-2	3	3	0.97	-16	0.2	COc1ccc(C(CC(=O)Nc2ccc(Cl)cc2F)NC(=O)C(F)(F)F)cc1 (stereo unspecified)
-1[20 µM]	-11	-7	-4	2	-2	x	-10	0.4	Cc1ccc(/C=C/C(=O)c2c(C)cc(C)[nH]c2=O)cc1
-8	26	0	2	0	6	-0.69	-7	-0.7	Cn1c(-c2ccc3c(c2)OCO3)cnc1NCc1cccc(Cl)c1
-15[20 µM]	-19	-8	-14	-4	-19	0.61	-15	0.1	Cc1cc(C(F)(F)F)nn1CC(=O)NNC(=S)Nc1ccc(F)cc1
-14[20 µM]	-9	0	1	0	5	-0.99	-22	0.0	COCCCn1cc(C(=O)c2cc(OC)ccc2OCC(=O)Nc2cc(C)on2)cc(C#N)c1=O
-22	-25	-7	2	2	4	0.17	-12	-0.1	CN(C)N1C(=O)CC(N2CCCCC2)C1=O (stereo unspecified)
-11	23	4	-2	x	12	0.012	-6	0.1	Cc1ccc(Sc2ncccc2C(=O)O)c(C)c1
-26	14	-1	-5	-22	5	0.91	x	1.0	c1ccc(Cc2noc(CN3CCC(CN4CCOCC4)CC3)n2)cc1
-5	-55	5	8	0	12	1.9	-9	-0.8	Cc1c(CCC(=O)O)c(=O)oc2cc3occ(-c4ccc(F)cc4)c3cc12
-27[20 µM]	36	-8	-16	3	-17	0.0018	-2	-0.2	CCOC(=O)N1CCC(n2c(SCC(=O)OCc3ccccc3)nc3ccsc3c2=O)CC1
-11	17	-3	7	-5	10	0.0053	-10	0.0	Cc1cccc(N(Cc2nnc3n2CCCCC3)C(=O)Nc2ccccc2)c1
-4	7	4	-6	-1	8	1.1	0	0.1	CS(=O)(=O)n1nc(OC(=O)c2cc(Br)ccc2Cl)cc1N
-35	8	8	-2	11	7	-1	2	1.4	Nc1nc2c(s1)CCCCCCCCCC2
-25	-23	0	5	18	13	-0.42	-5	-0.4	NC(=NC(=O)c1ccc(Cl)cc1)N1N=CCC1c1ccccc1 (stereo unspecified)
0	13	-8	-1	8	6	-1.5	-3	-1.1	CN(C)c1cc(-c2ccc(Cl)cc2)oc(=O)c1Cl
-13	-10	-6	-9	1	0	0.12	-5	-0.3	Cc1nonc1N1CCN(Cc2cn[nH]c2-c2ccc(F)cc2F)CC1
-20[20 µM]	5	15	1	-6	19	-0.82	-2	-0.9	Cn1c(NCc2cccnc2)nc2c1c(=O)n(Cc1ccccc1F)c(=O)n2C
-3	23	1	-6	-4	13	1.3	-13	0.5	CC(C)=C1C2CCC1C1C(=O)N(c3nccs3)C(=O)C21 (stereo unspecified)
-19	15	-7	0	13	-1	-0.84	-4	-0.1	COc1cccc2cc(C(C)N(CCCN3CCOCC3)C(=S)Nc3cccc(C)c3)oc12 (stereo unspecified)
-21	1	2	-8	3	11	x	-3	0.6	O=S(=O)(c1ccc(F)cc1)N1CCN(c2ncnc3c2cnn3-c2ccccc2)CC1
-10	15	-5	-9	x	3	0.82	x	-0.1	O=C(N/C(=C/c1ccccc1)C(=O)N1CCOCC1)c1ccc([N+](=O)[O-])cc1
-19	-24	-4	-5	9	6	-0.33	-2	0.4	CCOc1cc(CNCc2ccccn2)cc(Cl)c1OCC
-21	-4	0	-2	-3	10	0.96	0	0.6	O=C(Cn1cnc2c(nnn2-c2ccccc2)c1=O)NCc1ccc(F)cc1

Assay outcomes: PubChem, several laboratories
